EPAC1 antag: qHTS for Antagonist of cAMP-regulated guanine nucleotide exchange factor 3 (EPAC1): primary screen | Rap guanine nucleotide exchange factor 3 (Homo sapiens), O95398 | EPAC1 GEF assay, Rap1b-BODIPY-GDP exchange fluorescence | Potency, µM (titrated, usually from 115 µM), for the others: at the highest dose activity change, negative = inhibition, most hits filed as inhibitors | 360,000 compounds, 0.14% hits | AID 720709, 2013;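 also: potency is read from the fitted curve at half-maximal effect; plate controls were vehicle for no effect and positive control for full effect; nearly all actives have a fitted effect of over 50% in size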
aSyn rescue: qHTS of alpha-syn Inhibitors; Yeast expressing alpha-synuclein, growth rescue, BacTiter-Glo, 24 h; Potency, µM (titrated, usually from 46.1 µM), without a hit: at the top dose growth rescue (activation), most hits filed as activators; 370,000 compounds, 0.14% hits; AID 652106, 2013; also: potency is read from the fitted curve at half-maximal effect; % of control where 0% means no effect; nearly all actives have a fitted effect of over 65% in size
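Rescue of yeast growth: cells expressing toxic alpha-synuclein, induced in galactose at OD600 0.02, incubated with compound 24 h at 30 C. ATP luminescence quantified growth; inhibitors of toxicity appear as activators.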
Abeta rescue: qHTS for compounds that reverse cellular toxicity of Amyloid beta (A-beta) peptide in yeast: Primary Screen; yeast expressing A-beta42, growth rescue, OD600, 48 h; response scale: 0% DMSO, 100% iron-clioquinol control; Potency, µM (titrated, usually from 46.1 µM), without a hit: at the top dose growth rescue, actives largely listed as activators; 410,000 compounds, 0.063% hits; AID 1347071, 2019; also: potency is read from the fitted curve at half-maximal effect; nearly all actives have a fitted effect of over 55% in size
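Yeast A-beta toxicity model in growth medium with pinned compounds, 48 h at 30 C; growth read as absorbance at 600 nm. Normalized to FeCl3/clioquinol equimolar mix (positive) and DMSO (negative).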
PI5P4K alpha inh: qHTS for Inhibitors of phosphatidylinositol 5-phosphate 4-kinase (PI5P4K) | Phosphatidylinositol 5-phosphate 4-kinase type-2 alpha (Homo sapiens), P48426 | PI5P4Kalpha enzyme, ADP-Glo luminescence, 60 min; stronger effect = lower value | max response, % | 330,000 compounds, 1.2% hits | AID 652105, 2013; active = max response of -50% or lower; inconclusive = between -30% and -50%; inactive = -30% or higher; also: value at the top dose of about 77 µM; % is scaled to controls: 0 for no effect and ±100 for the full control effect
Target sequence (P48426 whole entry, looked up): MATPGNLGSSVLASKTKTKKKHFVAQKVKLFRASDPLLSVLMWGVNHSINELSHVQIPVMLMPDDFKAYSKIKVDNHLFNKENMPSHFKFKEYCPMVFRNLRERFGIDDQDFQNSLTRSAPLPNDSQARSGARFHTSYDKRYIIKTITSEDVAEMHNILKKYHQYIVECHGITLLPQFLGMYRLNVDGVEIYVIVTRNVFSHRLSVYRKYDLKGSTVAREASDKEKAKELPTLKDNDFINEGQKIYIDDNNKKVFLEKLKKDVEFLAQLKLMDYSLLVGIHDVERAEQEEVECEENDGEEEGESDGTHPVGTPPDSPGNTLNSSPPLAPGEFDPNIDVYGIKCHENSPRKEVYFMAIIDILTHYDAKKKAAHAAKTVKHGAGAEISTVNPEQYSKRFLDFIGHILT
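Luminescence from ADP-Glo served as readout of PI5P4Kalpha activity in a qHTS format. Reaction: enzyme, substrate, compound, ATP at 5 microM final, 60 min at RT.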
PLK1 PBD block: qHTS for Inhibitors of PLK1-PDB (polo-like kinase 1 - polo-box domain): Primary Screen | Serine/threonine-protein kinase PLK1 (Homo sapiens), P53350 | Plk1 PBD binding of FITC phosphopeptide, fluorescence polarization | Potency, µM, without a hit: max response, negative = inhibition, most hits filed as inhibitors | 360,000 compounds, 2.8% hits; also: potency is read from the fitted curve at half-maximal effect; series mostly up to about 57 µM; % is scaled to controls: 0 for no effect and ±100 for the full control effect; nearly all actives have a fitted effect of over 65% in size
Target sequence (P53350 whole entry, looked up, the tested form may be a part): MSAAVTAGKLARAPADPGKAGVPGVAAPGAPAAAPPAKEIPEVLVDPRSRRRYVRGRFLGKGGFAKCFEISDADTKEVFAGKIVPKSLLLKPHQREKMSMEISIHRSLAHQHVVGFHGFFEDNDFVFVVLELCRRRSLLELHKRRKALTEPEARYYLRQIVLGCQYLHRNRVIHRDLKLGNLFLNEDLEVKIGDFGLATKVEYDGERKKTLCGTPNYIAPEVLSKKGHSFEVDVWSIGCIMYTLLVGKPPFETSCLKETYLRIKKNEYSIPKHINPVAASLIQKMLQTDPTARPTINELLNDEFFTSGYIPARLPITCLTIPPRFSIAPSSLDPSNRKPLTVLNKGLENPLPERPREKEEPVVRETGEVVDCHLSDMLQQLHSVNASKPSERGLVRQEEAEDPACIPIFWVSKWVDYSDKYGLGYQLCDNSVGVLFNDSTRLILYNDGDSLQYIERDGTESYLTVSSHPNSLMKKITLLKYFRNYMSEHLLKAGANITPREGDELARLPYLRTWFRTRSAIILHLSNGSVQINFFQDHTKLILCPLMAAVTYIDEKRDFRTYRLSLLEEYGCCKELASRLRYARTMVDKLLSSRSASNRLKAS
EPAC1 ag: qHTS for Agonist of cAMP-regulated guanine nucleotide exchange factor 3 (EPAC1): primary screen | Rap guanine nucleotide exchange factor 3 (Homo sapiens), O95398 | EPAC1 agonist qHTS, biochemical assay; response scale: 100% = response to 6.5 mM cAMP | Potency, µM (doses to about 154 µM), for inactives: at the top dose activation, actives largely listed as activators | 360,000 compounds, 0.073% hits | AID 720707, 2013; also: potency is read from the fitted curve at half-maximal effect; nearly all actives have a fitted effect of over 60% in size
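Nucleotide exchange by EPAC1 (100 nM) on Rap1B–BODIPY-GDP (250 nM) in the presence of 50 uM GDP is tracked fluorescently at 480/540 nm over 30 min. Signals are normalized to a 6.5 mM cAMP control.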
IL2 activator: qHTS of IL-2 Activators; IL-2 activation reporter assay, cell-based qHTS; stimulated with anti-CD3/CD4/CD28 beads; in transgenic mouse T cells; activation, % (series mostly up to about 46 µM); 360,000 compounds, 0.065% hits; AID 652025, 2013; in the data active = activation above about 50%; inconclusive = mostly about 30% to 49%; also: 0% is about no effect
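Readout is EGFP and DsRed signal by fluorescent plate cytometry after 18 h at 37 degrees C. Transgenic mouse T cells (750/well) received compound for 60 min before bead stimulation (anti-CD3, anti-CD4, anti-CD28); memory T cells served as non-tolerant control.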
FUS yeast rescue: qHTS for Suppressors of FUS Proteinopathy: Primary screen using FUS-linked yeast assay | AID 1347120, 2019 | 390,000 compounds, 0.24% hits | S. cerevisiae FUS-expressing, growth rescue, OD600, 24 h | Potency, µM (top dose mostly 76.6 µM), for the others: top-dose growth rescue (activation), most hits filed as activators;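 also: potency is read from the fitted curve at half-maximal effect; plate controls were DMSO vehicle for no effect and reference control for full effect; nearly all actives have a fitted effect of over 55% in size; some results filed as inactive show a strong effect at the top dose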
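Read-out: OD at 600 nm after 24hr at 30C, reporting rescue of FUS-induced yeast toxicity. Cells at OD 0.005 in galactose (2%) minimal medium; compounds tested in a dilution series; CP55940 titration from 92uM final as control.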
WRN helicase inh: qHTS for Inhibitors of WRN Helicase | 360,000 compounds, 0.46% hits | WRN helicase unwinding, fluorescent forked duplex, kinetic | Potency, µM (titrated, usually from 114 µM), inactives show at the top dose activity change, negative = inhibition, usual class: inhibitors | Bifunctional 3'-5' exonuclease/ATP-dependent helicase WRN (Homo sapiens), Q14191; also: potency is read from the fitted curve at half-maximal effect; % is scaled to controls: 0 for no effect and ±100 for the full control effect; nearly all actives have a fitted effect of over 55% in size
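Kinetic fluorescence helicase assay: unwinding of a quenched forked DNA duplex (100 nM final) with 2 mM ATP final raises red fluorescence (525/598 nm). Compounds sat 15 min at room temperature with 20 nM WRN beforehand.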
An asterisk follows results filed as active; ? = inconclusive; nt = no result given; & = joins results of further samples; [ ] = another dose, or the depositor's remark. Unless noted, calls follow the shape of the dose curve; as a rule, active = well fitted curve in the direction sought with a large enough effect; inconclusive = small, poorly fitted or top-dose-only effect, or another doubt; inactive = no such curve, though single readings can be large; an effect the other way counts as inactive or inconclusive.

The first three entries as a preview:
no.	Molecule	EPAC1 antag	aSyn rescue	Abeta rescue	PI5P4K alpha inh	PLK1 PBD block
1	Cc1ccc2cc(CCNC(=O)C3CCCC3)c(=O)[nH]c2c1	-4%	-6%	-3%	9	-6%
2	N#CC1C(=O)NC(=O)C(C#N)C12CCCC2 (stereo not drawn)	1%	0%	-7%	-51*	-4%
3	CC(=O)OC1OCCOC1NC(=S)NCc1ccco1 (stereo not drawn)	?	0%	4%	-20	-24%

no.	EPAC1 ag	IL2 activator	FUS yeast rescue	WRN helicase inh
1	7%	-2.2	-17%	-2%
2	-3%	-0.4	-13%	1%[57.1 µM]
3	1%	-2.0	24%	1%

Results, from the first entry:
no.	Molecule	EPAC1 antag	aSyn rescue	Abeta rescue	PI5P4K alpha inh	PLK1 PBD block
1	Cc1ccc2cc(CCNC(=O)C3CCCC3)c(=O)[nH]c2c1	-4%	-6%	-3%	9	-6%
2	N#CC1C(=O)NC(=O)C(C#N)C12CCCC2 (stereo not drawn)	1%	0%	-7%	-51*	-4%
3	CC(=O)OC1OCCOC1NC(=S)NCc1ccco1 (stereo not drawn)	?	0%	4%	-20	-24%
4	CS(=O)(=O)N(CC(=O)Nc1ccccc1C(=O)NCCc1ccccc1)c1ccc2c(c1)OCCO2	-1%	4%	4%	nt	-6%
5	CN(C)S(=O)(=O)Oc1ccsc1C(=O)Nc1ccc(C(F)(F)F)cc1	-22%	-15%	?	20	1%
6	CN(C)c1ccc(S(=O)(=O)NCC(=O)OCC(=O)Nc2cccc(Cl)c2)cc1[N+](=O)[O-]	-7%	3%	5%	-4	-7%
7	CCCCOC(=O)CSC1=C(C#N)C(c2cccnc2)C(C(=O)OCC)=C(c2ccccc2)N1 (stereo not drawn)	-9%	-17%	-9%	0	-12%
8	Cc1ccc2c(c1)nnn2C1CCN(CC(=O)N(c2ccccc2)c2ccccc2)CC1	-20%	-2%	9%	-2	-10%
9	O=C1CCc2cc(S(=O)(=O)N3CCC(C(=O)NCCC4=CCCCC4)CC3)ccc2N1	-22%	0%	-19%	2	21µM*
10	O=C(CN1CCN(C(c2ccccc2)c2ccccc2)CC1)N1CCN(c2ccccc2)CC1	-17%	1%	4%	1	0%
11	COc1cccc(C(=O)Nc2ccccc2-c2ccccc2)c1	-7%	-3%	0%	-4	-11%
12	CCCCc1n[nH]c(=S)n1Cc1ccc(Cl)cc1	8%	10%	?	1	-21%
13	COc1ccc(CN2CCc3c([nH]c4ccccc34)C2)cc1Br	-9%	8%	5%	6	-10%
14	COc1ccc(C2c3[nH]c4ccccc4c3C[C@H]3C(=O)N(c4ccccc4C(=O)N4CCC(C(=O)O)CC4)C(=O)N23)cc1 (stereo partly drawn)	2%	0%	-16%	-2	0%
15	COCCN(CCOC)c1nc(-c2ccc(Cl)cc2)nc2ccccc12	-10%	-9%	-12%	27	-13%

no.	EPAC1 ag	IL2 activator	FUS yeast rescue	WRN helicase inh
1	7%	-2.2	-17%	-2%
2	-3%	-0.4	-13%	1%[57.1 µM]
3	1%	-2.0	24%	1%
4	14%	-2.1	37%	-10%
5	6%	-5.1	-2%	-13%[57.1 µM]
6	-1%	-1.8	nt	-16%
7	-9%	-0.5	31%	2%
8	-5%	-0.8	-2%	-7%
9	-12%	-2.3	0%	5%
10	-3%	-0.5	25%	-7%
11	10%	-2.0	nt	-17%
12	-1%	-0.7	17%	5%
13	19%	1.1	1%	1%
14	-37%[inhibitor]	0.3	22µM*	7%
15	6%	0.1	-18%	4%

The results go on:
no.	Molecule	EPAC1 antag	aSyn rescue	Abeta rescue	PI5P4K alpha inh	PLK1 PBD block
16	CC(Nc1ccccc1)c1cccnc1 (stereo not drawn)	7%	-1%	-11%	6	5%
17	C[C@@H]1CC[C@@]2(O[C@@H](CCO)C[C@@H](O)[C@@H]2O)O1	-2%	1%	-4%	8	-9%
18	Cc1cc(OCC(=O)NC(C)C)cc(C)c1Cl	8%	-7%	-12%	6	-6%
19	CCOC(=O)CCc1c(C)c2ccc(OC3CCCCC3=O)cc2oc1=O (stereo not drawn)	-10%	6%	-14%	14	-4%
20	Cc1ccc(NC(=O)n2ncc3c(C)cccc32)c(C)c1	3%	0%	-8%&-16%	-11	-8%
21	CCOc1ccc(-n2c(Cc3ccccc3)nnc2SCc2c(C)noc2C)cc1	1%	6%	1%	8	-9%
22	CC1(C)Cc2ccccc2-c2nnc(SCC(=O)Nc3nc4ccccc4s3)n21	-1%	1%	0%	nt	-6%
23	COc1ccc(-c2ccc(C(=O)NCc3ccc(C(F)(F)F)cc3)c3occc23)c(C)c1	10%	-1%	-6%	11	-1%
24	CCOc1ccc(-c2nnn(CC(=O)NCCc3c[nH]c4ccccc34)n2)cc1	-2%	nt	-4%	-2	-2%
25	CCOC(=O)c1c(NC(=O)CSc2nnc(CNc3ccc(F)cc3)o2)sc(C(C)=O)c1C	-1%	12%	1%	-1	-14%
26	Cc1ccc2nc(-c3ccc(NC(=O)COC(=O)c4ccc([N+](=O)[O-])o4)cc3)sc2c1	9%	4%	-10%	-3	5%
27	COc1ccc(-c2csc(NC(=O)c3ccccc3OC)c2C(=O)O)cc1OC	-1%	2%	3%	-2	-1%
28	COc1ccc(C(=O)NC(=S)N(Cc2ccccc2)Cc2ccccc2)cc1	-16%	?	?	-1	-11%
29	CCN(CC)c1ccc(NC(=S)Nc2ccc(F)cc2)cc1	1%	-5%	-12%	-7	?
30	COc1ccc(OCCCC(=O)OCC(=O)Nc2c(C)nn(-c3ccccc3)c2C)cc1	-7%	6%	17%	5	0%

no.	EPAC1 ag	IL2 activator	FUS yeast rescue	WRN helicase inh
16	-3%	-0.3	9%	-4%
17	-11%	-0.1	-26%	-5%
18	-1%	1.4	12%	-17%
19	4%	-3.0	23%	-1%
20	8%	-0.4	16%&-23%	4%
21	4%	0.8	17%	0%
22	8%	-4.2	19%	-20%
23	-20%	-0.8	-4%	-7%
24	-4%	-1.3	-12%	9%
25	7%	-1.2	?	-7%
26	-3%	-0.6	17%	-23%[57.1 µM]
27	-13%	1.5	-5%	-14%
28	23%	-3.1	31%	-9%
29	-6%	-0.5	22%	-3%
30	0%	1.7	1%	1%

Additional records
no.	Molecule	EPAC1 antag	aSyn rescue	Abeta rescue	PI5P4K alpha inh	PLK1 PBD block
31	c1ccc(Cn2nnc3c(Nc4ccc5c(c4)OCO5)nc(C4CC4)nc32)cc1	6%	2%	-3%	nt	-1%
32	CC(=O)c1ccc(-n2c(-c3cc(-c4ccco4)[nH]n3)n[nH]c2=S)cc1	-22%	-5%	8%	-57*	-25%
33	CCSc1ncc(Cl)c(C(=O)Nc2ccccc2C)n1	-4%	3%	-14%	3	-8%
34	CC(=O)NC1CCC(C(=O)O)(c2ccccc2)C1 (stereo not drawn)	9%	-2%	-1%	-6	0%
35	CC1(C(=O)Nc2ccc3c(c2)OCCO3)CSCC(=O)N1Cc1ccco1 (stereo not drawn)	4%	10%	3%	-2	3%
36	Cc1cc(C(=O)NC2CCCC2)on1	9%	-3%	-2%	0	1%
37	Brc1ccc2oc3c(N4CCOCC4)ncnc3c2c1	-5%	-10%	-16%	-1	-10%
38	Cc1c(OCC(=O)NCCCN2CCOCC2)ccc2c3c(c(=O)oc12)CCC3	4%	1%	-3%	0	-5%
39	COc1cccc(NC(=O)COC(=O)c2ccc(F)cc2F)c1	-2%	-1%	22%	2	-9%
40	CCCCC(=O)N(C)c1c(C)nc2ccc(C(=O)N3CCNC(=O)C3)cn12	-15%	-1%	-17%	1	0%
41	Fc1ccccc1/C=N/NC(=S)Nc1ccc(Cl)cc1Cl	2%	-11%	-14%	4	-4%
42	CCC(=O)Nc1ccc(-c2nnc(SCC(=O)NCC3CCCO3)n2C)cc1 (stereo not drawn)	-3%	-2%&-1%	1%	3	-1%
43	Cc1c(N=C2NC(=O)/C(=C/c3ccc(O)cc3)S2)c(=O)n(-c2ccccc2)n1C	9%	-6%	-12%	-17	5%
44	c1ccc(C2Nc3cccc4cccc(c34)N2)cc1	-4%	-13%	-18%	?	27µM*
45	COC(=O)c1cc(NC(=O)Nc2cccc(Cl)c2)ccc1Cl	-10%	-28%	-18%	nt	-12%
46	O=C(COC(=O)c1ccc(Br)o1)NCC1CCCCC1	4%	-14%	17%	-5	2%

no.	EPAC1 ag	IL2 activator	FUS yeast rescue	WRN helicase inh
31	4%	-2.5	30%	-4%
32	-12%	0.6	44%	?
33	-9%	-0.9	3%	-12%[57.1 µM]
34	-6%	0.3	4%	0%
35	3%	-0.7	-2%	5%
36	-21%	-0.4	-28%	7%
37	0%	0.3	nt	8%
38	4%	-1.5	36%	5%
39	7%	4.0	nt	2%
40	-6%	-0.1	-17%	0%
41	3%	-0.9	24%	5%
42	-7%	-1.7	nt	-2%
43	1%	-3.7	nt	-19%
44	2%	0.5	-16%	-11%
45	?	-2.7	-1%	-20%
46	6%	0.2	11%	-19%

Bioassay records: PubChem BioAssay, National Center for Advancing Translational Sciences (NCATS)
